Assay outcomes as filed in PubChem.
14-3-3 PPI – modulators of human 14-3-3 gamma - Raf peptide interaction; 160,000 tested, 0.19% active; FP, 14-3-3gamma / TMR-pS259-Raf peptide binding; inhibition, % at 40 µM; in the data active means inhibition above about 30%;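 further: 0% = protein plus tracer without compound and 100% = blank with tracer alone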
Target sequence (P61981 whole entry, looked up): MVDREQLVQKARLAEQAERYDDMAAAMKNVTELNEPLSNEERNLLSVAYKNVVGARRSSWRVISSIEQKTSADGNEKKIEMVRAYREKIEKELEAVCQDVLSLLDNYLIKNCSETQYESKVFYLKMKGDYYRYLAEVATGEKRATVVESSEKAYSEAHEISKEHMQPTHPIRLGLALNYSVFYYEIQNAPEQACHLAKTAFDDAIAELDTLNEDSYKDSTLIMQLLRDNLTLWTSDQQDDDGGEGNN
Starred values were filed as active, the others as inactive; & = joins results of further samples. The list is partial; the hit share may differ from the screen's.

| molecule | 14-3-3 PPI |
| --- | --- |
| CCOC(=O)c1c(NC(=O)Cc2cccs2)sc2c1CCCC2 | -7 |
| COc1cc(CC(=O)Nc2sccc2C(N)=O)cc(OC)c1OC | -34 |
| O=C(CCC(=O)N(CC(=O)NC1CCCCC1)c1ccc2c(c1)OCO2)Nc1ccccn1 | -10 |
| COc1ccc(/C(O)=C2\C(=O)C(=O)N(CCN3CCOCC3)C2c2ccccc2OC)cc1 (configuration not stated) | 14 |
| O=C1c2ccccc2C(=O)N1CSc1nc2ccccc2[nH]1 | -11 |
| COc1cccc(Nc2nc(N)nc(C(F)(F)F)n2)c1 | -2 |
| COc1cc(C2NC(=O)NC(O)(C(F)(F)F)C2C(=O)c2ccccc2)ccc1O (configuration not stated) | 5 |
| O=C(Nc1ccc2oc(-c3ccc(Cl)cc3)nc2c1)c1ccccc1F | -32 |
| Cc1cc(N2CCOCC2)nc(NCc2ccccc2)n1 | -9&-10 |
| O=C(Cn1cnc2sc3c(c2c1=O)CCCC3)NCC(=O)N1CCN(c2ccccc2F)CC1 | -12 |
| O=C(O)Cc1ccc(-c2ccccc2)cc1 | -6 |
| Cc1oc2cc(O)ccc2c(=O)c1-c1ccc2c(c1)OCCO2 | -2 |
| O=C1CC(c2ccccc2)CC2=C1C(c1cccs1)N(C(=O)Cc1ccccc1)c1ccccc1N2 (configuration not stated) | -2 |
| Cc1ccc(OC(=O)Cn2c3ccccc3c(=O)c3ccccc32)cc1 | -2 |
| O=C(Nc1nc2c(cc3c4c(cccc42)CC3)s1)c1ccc(S(=O)(=O)N2CCc3ccccc32)cc1 | -80 |
| COc1ccccc1CNS(=O)(=O)c1ccc(F)c(C(=O)Nc2ccc(C)c(C)c2)c1 | -2 |
| COc1ccc2oc(=O)c(-c3nnc(-c4cccc(Cl)c4)o3)cc2c1 | 3 |
| O=C(c1cc2cc(Cl)cc(Cl)c2oc1=O)N1CCOCC1 | -7 |
| COc1ccc(Nc2ncnc3ccccc23)cc1Cl | -7 |
| CCS(=O)(=O)c1ccc(NC(=O)c2ccccc2Cl)c(O)c1 | -5&-3 |
| CC1=C(C(=O)Nc2cc(C)ccn2)C(c2cc(C)sc2C)C2=C(CC(C)(C)CC2=O)N1 (configuration not stated) | -3 |
| N=c1n(CCO)c2ccccc2n1CCOc1ccccc1 | 0&-12 |
| CC(C)c1ccc2oc(=O)cc(CN3CCN(c4ccccc4)CC3)c2c1 | -7 |
| Cc1cccc(N2C(=O)CC(N3CCOCC3)C2=O)c1 (configuration not stated) | 3 |
| COc1ccc(NC(=O)Cn2nc([N+](=O)[O-])c(Cl)c2C)cc1OC | -18 |
| COc1ccc(-c2nc(C3CCCCC3)no2)cc1OC | -7&7 |
| Cc1ccccc1NC(=O)C1CCCN1C(=O)NC1CCCCC1 (configuration not stated) | -7 |
| CC(C)C(=O)Nc1cc(C(F)(F)F)ccc1N1CCOCC1 | -2 |
| COC(=O)C1=CN(Cc2ccc(Cl)cc2)C=C(C(=O)OC)C1c1cccc(Cl)c1 | 11 |
| CCCn1c(=O)c2ccccc2n2c(SCc3cc(=O)n4ccsc4n3)nnc12 | -3 |
| O=C(c1ccc2c(=O)n(-c3ccc(F)cc3)c(=S)[nH]c2c1)N1CCc2ccccc2C1 | -8 |
| CCCCC(=O)NC(Nc1sc2c(c1C(=O)OC)CCCC2)(C(F)(F)F)C(F)(F)F | -4 |
| COc1cc([N+](=O)[O-])cc(C=Nc2cc(-c3nc4cc(C)cc(C)c4o3)ccc2C)c1O | -13 |
| CCOC(=O)c1c(N=CC2C(=O)NC(=S)NC2=O)sc2c1CCCCC2 | -57 |
| COc1ccc(Cn2c(=S)[nH]c3cc(C(=O)N4CCN(c5ccccc5)CC4)ccc3c2=O)cc1 | 0 |
| O=C(Nc1ccc(C(=O)N2CCCC2)cc1)c1ccccc1F | -9 |
| CCSCCOC(=O)C1=C(C)NC2=C(C(=O)CCC2)C1c1ccc(N(C)C)cc1 (configuration not stated) | -8 |
| Fc1ccccc1-n1nnnc1SCc1ccccc1Cl | -1 |
| COCCCNC(=O)C1c2cc(OC)c(OC)cc2C(=O)N(C)C1c1cccs1 (configuration not stated) | -5 |
| O=C(c1cc2n(n1)C(C(F)(F)F)CC(c1ccco1)N2)N1CCN(c2ccccn2)CC1 (configuration not stated) | -6 |
| COc1ccccc1-c1c(C(F)(F)F)oc2cc(OCc3ccc(F)cc3)ccc2c1=O | -9 |
| O=C(Nc1ccccc1I)c1cc2cc(Br)ccc2oc1=O | 6 |
| CCC(C)(C(=O)NC1CCCC1)N(CC1CCCO1)C(=O)C1CCC(=O)N1 (configuration not stated) | 0 |
| COc1ccc(OCc2cccc(C(=O)N3CCCC3)c2)cc1 | -4 |
| CC(=O)c1cccc(NC(=O)c2ccco2)c1 | -5 |
| CCOC(=O)C1=C(C)N=C2SC(C)C(=O)N2C1c1ccc(OC(C)=O)c(OCC)c1 (configuration not stated) | -1 |
| CCCc1nc(N)c(C#N)c(-c2ccccc2Cl)c1CC | -3 |
| COc1ccc(OC)c(NC(=O)C2CCN(S(=O)(=O)c3cccs3)CC2)c1 | -8&2 |
| Cc1ccccc1-n1nnnc1SCC(N)=O | -1 |
| Cc1ccccc1C(=O)Nc1cccc(-c2nc3ncccc3o2)c1C | 1 |

Next section:
| molecule | 14-3-3 PPI |
| --- | --- |
| CCOC(=O)CSC1=C(C#N)C(c2ccc(OC)cc2)C2=C(CC(C)(C)CC2=O)N1 (configuration not stated) | -2 |
| Cc1cccc(NC(=O)c2c(O)c3c([nH]c2=O)CCCC3)n1 | 0 |
| O=S(=O)(NCc1cccs1)c1cccc(S(=O)(=O)c2ccc(Br)cc2)c1 | -10 |
| COc1ccccc1NC(=O)C(=O)NC1CC(C)(C)NC(C)(C)C1 | 7 |
| CCOc1ccc(Cl)cc1/C=N/O | -1 |
| C=CCN(CC=C)C(=O)c1cc(-c2ccccc2)nc2ccccc12 | -2 |
| Cc1cccc(-c2noc(CN(C(=O)C34CC5CC(CC(C5)C3)C4)C(C)C)n2)c1 | -8 |
| C=CCOC(=O)C1=C(C)Nc2ncnn2C1c1ccccc1C (configuration not stated) | 1 |
| CN(c1ccc(F)cc1)S(=O)(=O)c1ccc2[nH]cc(C(=O)N3CCN(c4ccccc4)CC3)c(=O)c2c1 | -7 |
| O=C(c1ccc(Br)cc1)N1CCN(c2cc(N3CCOCC3)c(F)cc2[N+](=O)[O-])CC1 | 0 |
| Cc1cc(C)nc(SCc2n[nH]c(=S)n2C)n1 | -6 |
| CCC(C(=O)Nc1nnc(-c2ccco2)s1)c1ccccc1 (configuration not stated) | -11 |
| O=C(NCCNS(=O)(=O)c1ccccc1)N1CCOCC1 | -8 |
| CCOc1ccc2oc(C)c(C(=O)O)c2c1 | -1 |
| CCCN1C=CC(=C2C(=O)c3ccccc3C2=O)C=C1 | -5 |
| COC(=O)c1ccc(CN(c2ccc(C)cc2)S(=O)(=O)c2ccc3c(c2)OCCO3)o1 | 3 |
| O=C(CSc1nc2ccccc2o1)N1CCN(c2ccc(Cl)cc2)CC1 | -12 |
| Cc1cccc(-n2ncc3c(NCCN4CCOCC4)ncnc32)c1 | 6 |
| Cc1nc(Nc2nc3ccccc3o2)[nH]c(=O)c1C | -6 |
| CN(O)/C=c1/ccc2c(n1)C(=O)C=CC=2 | 4 |
| O=C1C=C(Nc2cccc(C(F)(F)F)c2)c2ccccc2C1=O | -199 |
| CCCCn1c(=NC(=O)c2ccco2)c(C(=O)OCC)cc2c(=O)n3ccccc3nc21 | -6 |
| Cc1nn(-c2ccccc2)c2sc(C(=O)Nc3ccc(Br)cc3)cc12 | 6 |
| COC(=O)c1c(NC(=O)c2cc3ccccc3c(=O)o2)sc2c1CCC(C(C)(C)C)C2 (configuration not stated) | 0 |
| CCOC(=O)c1c(NC(=O)c2ccc(S(=O)(=O)N3CCCc4ccccc43)cc2)sc2c1CCCCC2 | -26 |

2 neighbouring compounds out of the list so far, for reference:
| molecule | 14-3-3 PPI |
| --- | --- |
| CCOC(=O)c1c(NC(=O)Cc2cccs2)sc2c1CCCC2 | -7 |
| COc1cc(CC(=O)Nc2sccc2C(N)=O)cc(OC)c1OC | -34 |

Additional structures
SMILES | 14-3-3 PPI
CCc1ccc(OCC(=O)Nc2ccc(Cl)c(-c3nc4ncccc4o3)c2)cc1 | -6
COc1ccc(-n2nc(C(=O)NCC(=O)Nc3ccc4c(c3)OCCO4)c3ccccc3c2=O)cc1Cl | -8
O=C(CCn1c(=O)c2ccccc2n(Cc2cccc([N+](=O)[O-])c2)c1=O)NCc1ccccc1Cl | 2
CC(=O)Nc1nc2c(C)cc([N+](=O)[O-])cc2s1 | 8
CC(C)N(CCC#N)S(=O)(=O)c1ccc(-c2ccc([N+](=O)[O-])cc2)cc1 | 1
CCOC(=O)c1sc2nc3c(c(-c4ccco4)c2c1N)CCC3 | -22
COc1ccc(-n2c(=S)[nH]c3cc(C(=O)N4CCCCC4)ccc3c2=O)cc1 | -3
Cc1ccc(-c2cn3ccccc3n2)cc1 | -10
O=C(Nc1ccc(F)cc1)C1CCC(N2C(=O)C3C4C=CC(C4)C3C2=O)CC1 (configuration not stated) | -8
Cc1cc(NC(=O)C2(S(=O)(=O)c3ccc(Cl)cc3)CC2)ccc1Br | -2
Cc1ccccc1CN1CCNC(=O)C1CC(=O)O (configuration not stated) | 0
Cc1nn(-c2ccc(I)cc2)c(C)c1-c1cccc([N+](=O)[O-])c1 | -5
CN(Cc1ccccc1)C(=O)CCC(=O)N(C)Cc1ccccc1 | -5
Oc1cc(N=Cc2cccc(I)c2O)ccc1-c1nc2ccccc2s1 | -140
CC1CC(C)(C)NC(=S)N1CCC(=O)N1CCc2ccccc2C1 (configuration not stated) | -1
COc1ccc(S(=O)(=O)N(CC(=O)Nc2cc(C)on2)Cc2ccccc2)cc1 | -5
Nc1nc2ccc(S(=O)(=O)c3ccc4nc(N)sc4c3)cc2s1 | -1&-3
Cc1sc2c(c1C)c(=O)n(-c1ccccc1)c(=O)n2Cc1cc(=O)n2cc(Cl)ccc2n1 | -10
CCN(C)c1ccc(/C=N\n2nnnc2N)cc1 | -10
CN1C(=O)/C(=C2/C=CC=CN2C)OC1=S | -6
COc1ccc(CN2C(=O)c3ccccc3C2C(=O)NC2CCCCCC2)c(OC)c1 (configuration not stated) | -2
COC(=O)c1sc(S(=O)(=O)NCc2cccs2)c(C(=O)OC)c1C | 2
CCc1nnc(NC(=O)CSc2nccn2-c2ccccc2)s1 | -6
O=C(NCCCO)C(=O)NCc1ccncc1 | -6
O=C(CN1CCN(Cc2ccc3c(c2)OCO3)CC1)c1ccc(Cl)cc1 | -8
CCN(CC)c1ccc(C(=O)Nc2cccc(F)c2)cc1 | 1
CC1=C(C(=O)Nc2cccc(C)c2C)C(c2cccc3ccccc23)NC(=S)N1 (configuration not stated) | -5
COCCn1c(C2CCCCC2)nc2sc3ccccc3c(=O)c2c1=O | 0
O=C(Nc1ccc2oc(-c3ccccc3Br)nc2c1)c1cccc(Br)c1 | -4
Cc1nc2c(C(=O)NC3CCCC3)cnn2c(C)c1Cc1ccccc1Cl | -19
CCOc1cccc(C=Nc2cccc(-c3nc4cc(C)ccc4o3)c2C)c1O | -18
Cc1cc(C(=O)Nc2ccc(C(=O)O)cc2)c(-c2ccccc2)o1 | -11
Cc1ccc(NC(=O)CSC2=C(C#N)C(c3ccc4c(c3)OCO4)CC(=O)N2)cc1C (configuration not stated) | -4
CCCn1c(N2CCN(S(=O)(=O)Cc3ccccc3)CC2)nc2ccccc21 | -9
Cc1ccc(Nc2ncnc(N)c2[N+](=O)[O-])c(C)c1 | -1
NC(=O)c1cc(N2C(=O)C3CC=CCC3C2=O)ccc1N1CCCCC1 (configuration not stated) | -8
O=C(Nc1ccc(Br)c(Cl)c1)C1CC1 | -6
CC1(C)Cc2ccccc2C(Nc2ccccc2)=N1 | -3
Nc1ccc2oc(CCc3nc4cc(N)ccc4o3)nc2c1 | -9
CC(C)CNS(=O)(=O)c1ccc(CCC(=O)NCc2ccco2)cc1 | -8
COc1cccc(N=C2SC(C(=O)Nc3ccc(OC(F)(F)Cl)cc3)CC(=O)N2C)c1 (configuration not stated) | 0
CCCCOc1ccc(C2C(=O)N(C3CCCCC3)CC(=O)N2Cc2ccc(C)cc2)cc1 (configuration not stated) | -3
Cc1ccccc1Cn1nc(C)c(NC(=O)c2cc3nc(-c4ccco4)cc(C(F)(F)F)n3n2)c1C | -12
O=C(CCCn1c(=S)[nH]c2ccccc2c1=O)NC1CCCC1 | -4
COc1cccc(N2C(=O)C(CC(=O)Nc3ccccc3)N(C3CCCCC3)C2=O)c1 (configuration not stated) | 0
CCN1CCN(C(=O)c2ccc(CS(=O)(=O)Cc3ccc(C)cc3)o2)CC1 | -2
CCn1c(SCC(=O)Nc2ccc3c(c2)OCCO3)nc2c(c1=O)SC(C)C2 (configuration not stated) | -5&-1
Cc1ccccc1Cn1nc(C)c(NC(=O)c2noc3c2CCCC3)c1C | -3
Cc1ccc(Cc2c(C)nc3nc(SCC(=O)Nc4cccc(C)c4C)nn3c2C)cc1 | 0
O=S(=O)(c1ccc2c(c1)Cc1cc(S(=O)(=O)N3CCOCC3)ccc1-2)N1CCOCC1 | 1

Given as labelled records: entries from further up
> Cc1ccccc1Cn1nc(C)c(NC(=O)c2noc3c2CCCC3)c1C
  14-3-3 PPI: -3

> O=C(Nc1ccc(Br)c(Cl)c1)C1CC1
  14-3-3 PPI: -6

> COc1ccc(CN2C(=O)c3ccccc3C2C(=O)NC2CCCCCC2)c(OC)c1 (configuration not stated)
  14-3-3 PPI: -2

Looked up above:
14-3-3 PPI result of NC(=O)c1cc(N2C(=O)C3CC=CCC3C2=O)ccc1N1CCCCC1 (configuration not stated) is entered as -8
14-3-3 PPI result of O=C(Nc1ccc(Br)c(Cl)c1)C1CC1 is entered as -6
14-3-3 PPI result of O=C(Nc1ccc2oc(-c3ccccc3Br)nc2c1)c1cccc(Br)c1 is entered as -4
14-3-3 PPI result of CC1(C)Cc2ccccc2C(Nc2ccccc2)=N1 is entered as -3
14-3-3 PPI result of Nc1ccc2oc(CCc3nc4cc(N)ccc4o3)nc2c1 is entered as -9

Other structures:
SMILES | 14-3-3 PPI
Cc1ccc(CNc2nc3ccccc3s2)s1 | -7
CC(OC(=O)c1cc(-c2cccs2)nc2ccccc12)C(=O)c1ccccc1 (configuration not stated) | 1
CCC(=O)CCn1[nH]c(=O)c2ccccc2c1=O | -5
O=C(CN1CCCc2ccccc21)NCc1ccc2c(c1)OCO2 | -6
Cc1cc(N2CCN(C)CC2)nc2ccc(NC(=O)c3ccc(F)cc3)cc12 | -4
